IDE act = IDE (human) activation, cell-based; P14735; HEK cells, FAbeta-B cleavage, fluorescence polarization; 0% vehicle, 100% cell-free pure enzyme wells; activation, % at 5.96 µM; 340,000 compounds, 0.073% hits;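 active = activation above the mean of all tested compounds plus 3 SD, set per screening campaign, cut at about 17% in these data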
Target sequence (P14735 whole entry, looked up): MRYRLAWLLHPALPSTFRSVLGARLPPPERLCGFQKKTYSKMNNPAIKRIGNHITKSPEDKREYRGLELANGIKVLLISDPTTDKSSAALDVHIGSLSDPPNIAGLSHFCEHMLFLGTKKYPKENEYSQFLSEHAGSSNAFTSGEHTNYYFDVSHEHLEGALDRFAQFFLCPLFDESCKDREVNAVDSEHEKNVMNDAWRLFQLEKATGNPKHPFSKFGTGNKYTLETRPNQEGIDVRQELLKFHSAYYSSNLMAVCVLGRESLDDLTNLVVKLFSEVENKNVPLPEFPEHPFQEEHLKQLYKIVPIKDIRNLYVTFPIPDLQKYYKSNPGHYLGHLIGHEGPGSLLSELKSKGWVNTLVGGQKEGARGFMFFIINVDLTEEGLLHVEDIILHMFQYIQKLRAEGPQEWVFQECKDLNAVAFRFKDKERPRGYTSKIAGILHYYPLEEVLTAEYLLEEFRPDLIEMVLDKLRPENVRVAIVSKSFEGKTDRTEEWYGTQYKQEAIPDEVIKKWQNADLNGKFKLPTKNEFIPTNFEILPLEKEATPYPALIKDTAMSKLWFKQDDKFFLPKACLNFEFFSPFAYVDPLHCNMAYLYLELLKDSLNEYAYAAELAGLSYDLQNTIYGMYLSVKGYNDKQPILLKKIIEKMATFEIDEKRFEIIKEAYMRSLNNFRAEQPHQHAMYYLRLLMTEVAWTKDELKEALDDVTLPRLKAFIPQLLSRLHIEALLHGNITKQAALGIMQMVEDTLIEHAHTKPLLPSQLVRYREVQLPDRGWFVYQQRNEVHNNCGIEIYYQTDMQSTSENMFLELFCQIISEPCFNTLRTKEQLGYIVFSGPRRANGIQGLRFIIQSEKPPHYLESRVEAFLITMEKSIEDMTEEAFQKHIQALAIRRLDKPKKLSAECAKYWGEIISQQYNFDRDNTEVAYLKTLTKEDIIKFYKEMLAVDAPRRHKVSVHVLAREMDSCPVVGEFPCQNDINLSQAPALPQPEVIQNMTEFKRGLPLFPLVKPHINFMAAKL
MEKK3 PB1 HTS = raises or lowers MEK5 binding to the human MEKK3 PB1 domain; 290,000 compounds, 1.4% hits; bead-based flow cytometry, Alexa488-MEK5 binding to MEKK3; actives lie on both sides; 0 = blocked by unlabeled MEK5, 100 = vehicle; AID 1529; binding response (% of control), % at 10 µM; Q99759;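 active = binding response more than 3 SD above or below the average of its plate-row segment, actives on both sides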;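 note: Alexa488 bead fluorescence after subtracting the streptavidin-only scavenger bead signal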
MEKK2 mut-MEK5 = signal of MEK5 binding to mutant human MEKK2 PB1 domain | bead flow cytometry, Alexa488-MEK5 binding to MEKK2 mutant | percent response, % at 10 µM | 290,000 compounds, 0.35% hits | AID 1530; in the data active = percent response above about 24%, passing the limit was not always enough; note: inactives centre near 1; some results filed as inactive read as strong as hits; reference of the scale not given here
SUMO HTRF inh = SUMOylation inhibition | 290,000 compounds, 0.36% hits | HTRF SUMOylation assay, SAE1/SAE2 + UBC9, in vitro | inhibition, % at 35 µM | P63279; in the data active = inhibition above about 50%, passing the limit was not always enough; note: strong numbers were not always called active
MEKK2 WT-MEK5 = raises or lowers MEK5 binding to wildtype human MEKK2 PB1 domain; Q9Y2U5; bead flow cytometry, Alexa488-MEK5 binding to MEKK2 WT; actives lie on both sides; binding response (% of control), % at 10 µM; 290,000 compounds, 1.1% hits; AID 1531; in the data active = binding response below about 67% or above about 130%
pCIP destab = p/CIP protein destabilization; decrease of EGFP signal, % at 10 µM; Q05BA5; F442A p/CIP-EGFP cells, EGFP fluorescence, 16 h; 290,000 compounds, 0.01% hits;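 active = EGFP signal decrease of at least 30% at 10 µM or well 3 SD below plate mean, unless failing retest; inactive = the rest, including hits failing retest or dose response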; note: some compounds called inactive have numbers as strong as hits; many of its hits are not listed in these tables
M18AAP inhibitor = blocks P. falciparum M18 aspartyl aminopeptidase. inhibition, % at 7.35 µM. recombinant PfM18AAP, H-Glu-NHMec fluorogenic cleavage. AID 1822. 290,000 compounds, 1.2% hits;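 active = inhibition above the campaign mean inhibition over all tested compounds plus 3 SD, cut at about 28% in these data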;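 note: 0% = plate median of test compound wells and 100% = 2 mM ZnCl2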
NALP1 yeast inh = NALP1 inhibition | 280,000 compounds, 0.61% hits | AID 2071 | inhibition, % at 10 µM | S. cerevisiae NALP1/ASC/caspase-1 growth, X-gal OD620, 72 h; in the data active = inhibition mostly above about 24%, no sharp cut-off; inactive = mostly below about 32%; note: some compounds called inactive have numbers as strong as hits
IDE cell inh = inhibits human insulin-degrading enzyme in HEK cells; 320,000 compounds, 0.41% hits; P14735; FAbetaB cleavage, fluorescence polarization; inhibition, % at 5.59 µM;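 active = percent inhibition above the average of all tested compounds plus 3 SD, set per screening campaign, cut at about 16% in these data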;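 note: IDE supplied by intact live HEK cells; FP after avidin binding of uncleaved biotin substrate so inhibition keeps polarization high; 0% = DMSO wells and 100% = 60 µM reference IDE inhibitor Ii1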
* marks the source's active call; other numbers are inactive results; / = no result given; [ ] = dose if it differs, or a comment. Only part of the results is shown; the hit share may differ from the screen's.

Sample of the layout, two compounds:
SMILES	IDE act	MEKK3 PB1 HTS	MEKK2 mut-MEK5	SUMO HTRF inh	MEKK2 WT-MEK5	pCIP destab	M18AAP inhibitor	NALP1 yeast inh	IDE cell inh
O=C1c2ccccc2C(=O)N1CCc1csc(NNc2nc(CCN3C(=O)c4ccccc4C3=O)cs2)n1	6	100	-13	19	99	-13	16	-3	5
Cc1ccc(-n2c(SCC(=O)NCCN3C(=O)CSC3=O)nnc2-c2ccccc2)cc1	7	94	-1	26	93	-11	-2	21	-1

This part in full (from the top)
SMILES	IDE act	MEKK3 PB1 HTS	MEKK2 mut-MEK5	SUMO HTRF inh	MEKK2 WT-MEK5	pCIP destab	M18AAP inhibitor	NALP1 yeast inh	IDE cell inh
O=C1c2ccccc2C(=O)N1CCc1csc(NNc2nc(CCN3C(=O)c4ccccc4C3=O)cs2)n1	6	100	-13	19	99	-13	16	-3	5
Cc1ccc(-n2c(SCC(=O)NCCN3C(=O)CSC3=O)nnc2-c2ccccc2)cc1	7	94	-1	26	93	-11	-2	21	-1
COc1ccc(OC)c(CN2CCN(Cc3cccc4ccccc34)CC2)c1	2	101	15	20	119	-10	6	19	3
COc1ccc(OC)c(NC(=O)c2nnn(Cc3ccc(Br)cc3F)c2N)c1	7	107	3	-11	117	0	-5	29	1
CCOC(=O)[C@@H]1[C@H]2COc3ccc(Br)cc3[C@@H]2N2C(=O)N(c3ccc(OC)cc3)C(=O)[C@]12C	4	99	-5	10	96	-2	-5	20	3
COCCCNC(=S)N(Cc1ccccc1)Cc1ccc(F)cc1	6	101	-2	-9	98	5	-5	-1	0
O=C1NC(=O)c2cc(Br)cc3cccc1c23	5	98	-3	0	95	4	1	5	2
O=C1CC(N2CCN(c3ccccn3)CC2)C(=O)N1c1ccc(Cl)cc1 (stereo not given)	4	97	1	-2	95	6	0	1	-2
Cc1c(Cl)cccc1NC(=O)C1NC(=O)CC1c1ccccc1 (stereo not given)	5	94	-2	25	93	-12	-7	-7	-3
COc1ccc(-c2ccc(N(C)C)cc2)cc1[C@H]1[C@H]2C=CC[C@@H](C)[C@@H]2C(=O)N1Cc1ccccc1	4	103	3	-1	102	0	/	14	-1
c1ccc(-c2cn(-c3ccccc3)c3ncnc(NCCCN4CCOCC4)c23)cc1	1	99	1	0	107	2	-1	7	8
C=CCn1c(Cc2nc3ccccc3[nH]2)n[nH]c1=S	2	103	1	-5	101	0	6	-15	-3
O=C(NCCn1cc(SCc2ccccc2)c2ccccc21)c1ccccc1F	6	112	8	-23	104	6	5	31	-1
CC(C)=CCN1CCC(n2nccc2NC(=O)c2ccccc2Cl)CC1	-4	102	3	2	107	-12	-1	20	-5
COc1ccc(CNC(=O)CCCn2nc(C)c3c(C)n(-c4ccc(C)cc4)nc3c2=O)cc1OC	7	96	-3	5	93	1	-1	4	4

An excerpt from above in order of their number in NALP1 yeast inh, smallest number first:
SMILES	IDE act	MEKK3 PB1 HTS	MEKK2 mut-MEK5	SUMO HTRF inh	MEKK2 WT-MEK5	pCIP destab	M18AAP inhibitor	NALP1 yeast inh	IDE cell inh
C=CCn1c(Cc2nc3ccccc3[nH]2)n[nH]c1=S	2	103	1	-5	101	0	6	-15	-3
COc1ccc(OC)c(CN2CCN(Cc3cccc4ccccc34)CC2)c1	2	101	15	20	119	-10	6	19	3
COc1ccc(OC)c(NC(=O)c2nnn(Cc3ccc(Br)cc3F)c2N)c1	7	107	3	-11	117	0	-5	29	1

Next section.
SMILES	IDE act	MEKK3 PB1 HTS	MEKK2 mut-MEK5	SUMO HTRF inh	MEKK2 WT-MEK5	pCIP destab	M18AAP inhibitor	NALP1 yeast inh	IDE cell inh
Cc1ccc2[nH]cc(CCNC(=O)CN3C(=O)c4ccccc4C3=O)c2c1	-2	147*	-1	6	109	2	-11	/	-2
Cc1[nH]c2ccccc2c1C(=O)C(=O)N(C)C1CCCCC1	2	100	5	12	108	-11	2	7	2
CCN(CC(=O)NC(C)C)Cc1nc2sc3c(c2c(=O)[nH]1)CCC3	-2	/	/	-12	/	8	0	-16	2
O=C(O)C1C2C=CC(C2)C1C(=O)NC(c1ccccc1)c1ccccc1 (stereo not given)	4	108	6	-2	106	-5	4	3	3
CCC(C)(C)n1nnnc1CN1CCSCC1	3	97	-2	13	97	-4	-1	12	1
COc1ccc(C2Nc3ccc4ccccc4c3-c3c2c(=O)oc2ccccc32)cc1 (stereo not given)	2	92	-3	20	91	-6	0	21	2
CC1(C)CC2CC(C)(CN2C(=O)COC(=O)c2ccc(Cl)cc2N)C1 (stereo not given)	9	92	-10	28	92	0	0	8	-1
CC(=O)Nc1ccc(-c2nnn(CC(=O)c3ccc(F)cc3)n2)cc1Cl	2	100	3	2	101	-4	1	/	6
O=C(CNC(=O)c1cccs1)NCC(=O)OCC(=O)c1ccccc1	2	100	-8	11	100	12	-4	-13	10
Cc1ccc(NC(=O)c2ccc(N3C(=O)C4CC=C(Cl)CC4C3=O)cc2)cc1 (stereo not given)	-5	108	5	9	102	4	12	-13	0
COc1ccc(NS(=O)(=O)c2cccc(C(=O)NNC(=O)CNC(=O)c3cccc(C)c3)c2)cc1	4	96	4	2	102	-25	3	3	3
Cc1ccc(CN2CCN(/N=C/c3cc(Br)cc(Br)c3O)CC2)cc1	-4	80	-3	-6	93	-10	7	14	-14
CC(=O)N1c2ccc(S(=O)(=O)NCc3ccccc3Cl)cc2CC1C (stereo not given)	-2	101	0	0	103	9	2	17	3
Cc1nc(S/C(=C\c2ccc(-c3ccc(C(=O)O)c(Cl)c3)o2)C(=O)O)n[nH]1	-5	101	-1	43	100	-5	25	-7	/
CC(C)CCNC(=O)CN(Cc1ccc(F)cc1)C(=O)CCC(=O)Nc1ccccn1	-2	103	6	10	101	-21	5	10	-1
Cc1ccc(-c2ccc(=O)n(CC(=O)NCC3COCCO3)n2)cc1 (stereo not given)	-1	102	-5	7	99	6	-5	0	5
CC1=C/C(=N\NC(=S)Nc2cccnc2)CC(C)(C)C1	5	99	-2	-52	94	-9	5	-29	/
O=C(CSc1ccc(-c2ccccn2)nn1)c1ccc(F)cc1	-2	117	-1	7	107	5	5	25	-4
CCS(=O)(=O)c1ccc2oc(SCC(=O)NC3CCCC(C)C3C)nc2c1 (stereo not given)	2	103	3	20	104	-32	1	-4	3
CCCn1c(SCC(=O)N2c3ccccc3Sc3ccccc32)nc2ccccc21	2	150*	0	-5	107	9	-13	16	-1
COc1ccc(/C=N/NC(=O)CCCOc2ccc(Cl)cc2Cl)cc1	4	104	3	-14	100	-14	4	21	0
Cc1nc(Nc2ccc(S(=O)(=O)N3CCCCC3C)cc2)c2nnn(Cc3ccccc3)c2n1 (stereo not given)	2	99	-3	13	97	-9	5	24	5
COc1cc(CCC(=O)OCC(=O)Nc2ccc3c(c2)OCO3)cc(OC)c1OC	3	100	0	15	99	-15	-3	18	8
c1cc(-c2nn[nH]n2)ccc1CN1CCCCC1	1	102	6	8	109	11	1	32	3
C=CCN(C(=O)C1=NN(C2CCS(=O)(=O)C2)C(=O)CC1)c1nc(-c2ccc([N+](=O)[O-])cc2)cs1 (stereo not given)	4	101	-6	12	94	-5	12	8	-7
Cc1ccsc1/C=N/NC(=O)CO	-3	97	-2	8	92	-12	-3	0	1
C=CCn1cc(-c2cccc(Cl)c2)cc(C#N)c1=O	-1	102	3	-10	104	6	0	4	-1
CCc1cccc(NC(=O)CCCSc2nc3ccccc3[nH]2)c1	-5	95	-2	-21	98	0	7	20	-2
Cc1c(/C=N/NC(=O)C2(O)c3ccccc3-c3ccccc32)cnn1C	1	105	-1	-17	104	10	-10	20	-2
O=C1c2ccccc2C(=O)N1CNc1ccccc1	-1	99	3	4	103	-3	2	/	5
CCOC(=O)CN1C(=O)C(Sc2n[nH]c(-c3ccc(O)cc3)n2)CCc2ccccc21 (stereo not given)	-1	95	-9	-9	94	8	-1	4	1
CCc1ccc(S(=O)(=O)Nc2ccc(-c3nc4cccnc4s3)cc2)s1	1	109	7	6	110	-1	2	23	0
CC(C)(C)OC(=O)NCc1ccc(CNC(=O)c2[nH]cnc2C(=O)NCC(=O)OCc2ccccc2)cc1	5	105	-3	-20	100	-12	4	-5	-2
c1ccc(Nc2nc3ccccc3o2)cc1	7	104	3	6	104	2	10	18	-1
O=C(Nc1ccc(NC(=O)c2ccncc2)cc1)c1ccncc1	/	106	5	18	100	5	-6	20	-2
COc1ccc(C(=O)N2CCCC(c3nc(-c4cccs4)no3)C2)cc1OC (stereo not given)	2	97	0	22	100	-6	-1	21	1
CCOC(=O)N1CCN(C(=O)CSc2ccc3nnc(CCNC(=O)c4ccc(OC)cc4)n3n2)CC1	-1	103	4	2	104	-12	-5	-15	0
CCNS(=O)(=O)c1cc(Br)ccc1OC	3	102	-1	11	98	7	1	13	-1
CCCNC(=O)c1cn(CC)c2cc(N3CCN(C(=O)c4ccco4)CC3)c(F)cc2c1=O	6	102	0	18	102	-5	-5	-12	-2
O=S(=O)(c1ccc2c(c1)nc(COc1ccc(Cl)cc1)n2CC1CCCO1)N1CCOCC1 (stereo not given)	5	91	0	10	100	-9	5	-14	0
Nc1c(C(=O)N2CCOCC2)sc(=S)n1-c1ccccc1	3	105	1	-6	100	6	-23	-9	4
O=C(NCCCN1CCCC1=O)C(=O)NCC1OCCN1S(=O)(=O)c1ccc(Br)cc1 (stereo not given)	1	101	2	-8	103	-2	-3	4	0
CC1=C(C(=O)OCCOc2ccccc2)C(c2coc3ccccc3c2=O)C2=C(CCCC2=O)N1 (stereo not given)	-1	69*[inhibitor]	-2	17	81	7	2	26	1
O=C(OCC1CC(c2ccccc2)=NO1)c1ccc(Cl)cc1 (stereo not given)	3	107	4	-2	101	1	-6	25	6
O=C(c1ccc(S(=O)(=O)c2ccc(F)cc2)c([N+](=O)[O-])c1)N1CCCCCC1	0	103	-1	-6	108	-5	-5	12	1
Cc1cc(C)c(S(=O)(=O)N2C=CC(C(F)(F)F)=NCC2)c(C)c1	4	97	0	-20	98	-17	-9	-12	-1
COc1nc(C)cc(C)c1S(=O)(=O)c1ccc(Cl)cc1	4	107	4	22	106	-18	-5	23	6
COc1cc2c(cc1NC(=O)c1cccc([N+](=O)[O-])c1)oc1ccccc12	4	99	1	15	96	0	0	/	1
COc1ccc(NC(=O)CN2C(=O)c3ccccc3S2(=O)=O)cc1OC	3	97	-8	-8	92	-1	2	6	-1
CCCc1nn2c(=O)cc(O)nc2s1	4	100	-2	8	100	-4	0	18	0
CS(=O)(=O)Nc1nc2n(n1)C(c1ccccc1)CC(c1ccccc1)N2 (stereo not given)	4	97	-2	26	98	-9	-15	/	4
NC(=O)c1nsc(C(=O)N(CC(=O)NCc2ccccc2)c2ccc(F)cc2)c1N	-6	103	7	-3	102	-1	12	-5	2
Cc1cccc(OC(C)C(=O)Nc2nccs2)c1 (stereo not given)	5	105	6	8	110	-4	6	-49	-2
CCOc1ccc(S(=O)(=O)N2CCCC(C(=O)N3CCN(c4ccccc4)CC3)C2)cc1 (stereo not given)	-5	93	3	-1	96	-18	3	4	8
CC1CCCCN1S(=O)(=O)c1ccc2c(c1)CCN2C(=O)C1CC1 (stereo not given)	4	106	6	12	109	-7	-4	13	7
C/C(=N\NC(=O)c1nc(C)cc(C)n1)c1ccccc1	-2	105	10	9	109	-9	7	-3	1
Cc1cc(=O)[nH]c(N/N=C/c2ccc(Cl)cc2Cl)n1	-3	106	6	15	100	11	-1	-2	-5
COc1ccc(Cc2c(O)nc(SCC(=O)N3CCOCC3)[nH]c2=O)cc1	6	107	4	7	109	-8	-3	-8	4
CCc1nnc(NC(=O)CSc2nnc(-c3ccoc3C)n2-c2ccccc2)s1	4	102	4	30	104	-10	4	24	3
CCCc1c(C)nc(N2CCN(c3cccc(OC)c3)CC2)[nH]c1=O	3	99	1	11	101	-2	-7	-23	0

Source: PubChem BioAssay
